Compound activity as filed in PubChem.
ERa coact pot = ER-alpha (human) coactivator binding potentiation. TR-FRET ERalpha-LBD/SRC-Cy5 coactivator binding, 2 h; 100 = basal binding, no effect. coactivator binding (% of control), % at 25.6 µM. actives 1.3% (n = 86,000). AID 639; in the data active = activity above about 200%;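 also: binding measured in presence of low estradiol as agonist stimulus; 0% = peptide alone without receptor and 100% = receptor with peptide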
ERa coact inh = ER-alpha (human) coactivator binding inhibition; P03372; TR-FRET ER-alpha LBD / SRC-1 peptide, estradiol-bound; inhibition, % at 25.6 µM; actives 1.7% (n = 86,000); in the data active = inhibition above about 50%;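 also: 0% = receptor plus peptide control and 100% = peptide only without receptor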
PLK1 PBD inh = inhibitors of human Plk1 polo box domain binding | P53350 | Plk1 PBD phosphopeptide binding, fluorescence polarization | inhibition, %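 (tested at about 20 µM)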 | actives 0.13% (n = 97,000); in the data active = inhibition above about 34%, passing the limit was not always enough
PLK1 kinase inh = PLK1 (human) kinase inhibition; P53350; recombinant PLK1 kinase, TR-FRET peptide phosphorylation; inhibition, % at 10 µM; actives 0.53% (n = 97,000);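 active = inhibition of 50% or more in the single-concentration screen; inactive = inhibition below 50%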;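 also: 0% = DMSO max control and 100% = H-89 dihydrochloride min control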
HIV Rev-RRE inh = HIV Rev-RRE protein-RNA interaction inhibition | P05866 | Rev peptide-RRE RNA binding, FRET | inhibition, % at 8 µM | actives 0.79% (n = 97,000) | AID 704;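 active = inhibition above the screen-wide mean plus 3 SD, cut at about 35% in these data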;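 also: 0% = median DMSO wells and 100% = median Neomycin B control wells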
Target sequence (P05866 whole entry, looked up): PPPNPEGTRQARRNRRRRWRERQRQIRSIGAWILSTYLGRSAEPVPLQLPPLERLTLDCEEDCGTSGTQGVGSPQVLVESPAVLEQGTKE
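Test system – labelled RRE RNA duplex and labelled Rev peptide · Reagent – labelled Rev peptide · Doses – one concentration, 8 µM nominal · Incubation – 5 + 15 min at 25 °C · Signal – FRET fluorescence readout · Read-out basis – % inhibition of FRET ratio versus controls · Control set – DMSO wells as 0% and neomycin B wells as 100% inhibition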
ERb SRC1 inh = blocks coactivator binding to human estrogen receptor beta | Q92731 | TR-FRET ER-beta LBD / SRC1-Cy5 peptide binding; receptor agonist-loaded with 1 µM estradiol | inhibition, % at 25.6 µM | actives 1.3% (n = 86,000);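 active = compounds whose percent inhibition of the receptor-coactivator binding signal exceeds about 50% in the single-dose screen, limit read from the data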;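 also: 0% = receptor plus peptide wells without compound and 100% = peptide-only wells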
Mac1 fbg enh = increases human CD11b/CD18 adhesion to fibrinogen; activation, % at 10 µM; AID 1499; actives 0.07% (n = 93,000); K562 CD11b/CD18 adhesion to fibrinogen, ATPlite luminescence;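 active = 10 µM primary screen giving 50% or more activity, confirmed by 40% or more on retest at that dose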; also: strong numbers were not always called active
Target sequence (P05107 whole entry, looked up, other chains not shown): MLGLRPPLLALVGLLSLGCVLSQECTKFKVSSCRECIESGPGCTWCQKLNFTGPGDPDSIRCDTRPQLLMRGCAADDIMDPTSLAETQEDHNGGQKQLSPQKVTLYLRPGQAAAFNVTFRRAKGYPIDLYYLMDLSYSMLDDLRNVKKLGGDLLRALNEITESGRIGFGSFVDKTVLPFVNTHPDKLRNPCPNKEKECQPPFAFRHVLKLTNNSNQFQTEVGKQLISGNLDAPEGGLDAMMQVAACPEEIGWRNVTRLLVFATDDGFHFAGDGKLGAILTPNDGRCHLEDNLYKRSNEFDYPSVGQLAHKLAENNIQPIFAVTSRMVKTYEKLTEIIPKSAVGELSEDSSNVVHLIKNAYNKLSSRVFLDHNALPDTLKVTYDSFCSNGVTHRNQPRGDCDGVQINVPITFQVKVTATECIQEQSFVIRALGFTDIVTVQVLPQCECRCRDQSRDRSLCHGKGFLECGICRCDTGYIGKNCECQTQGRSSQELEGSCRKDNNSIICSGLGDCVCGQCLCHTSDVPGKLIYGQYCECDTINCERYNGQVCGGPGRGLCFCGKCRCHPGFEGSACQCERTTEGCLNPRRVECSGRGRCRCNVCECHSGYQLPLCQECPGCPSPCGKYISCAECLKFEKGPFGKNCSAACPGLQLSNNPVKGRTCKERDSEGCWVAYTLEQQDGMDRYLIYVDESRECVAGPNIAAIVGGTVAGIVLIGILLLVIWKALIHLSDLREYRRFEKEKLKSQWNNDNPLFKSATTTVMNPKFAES
FAK inh = FAK (human) kinase inhibition; Q05397; biochemical FAK kinase activity assay; inhibition, %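 (tested at 7 µM)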; actives 0.84% (n = 97,000); AID 727; in the data active = inhibition above about 19%;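 also: 0% = DMSO and 100% = reference compound high control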
Mac1 fbg inh = inhibitors of human CD11b/CD18 binding to fibrinogen; P05107+P11215; K562 CD11b/CD18 adhesion to fibrinogen, ATPlite luminescence; Mn2+ added to activate the integrin; inhibition, % at 10 µM; actives 0.54% (n = 93,000); AID 1497;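 active = primary inhibition of 50% or more at 10 µM, then 40% or more on retest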; also: some results filed as inactive read as strong as hits
* marks the source's active call; other numbers are inactive results; nt = no result given; [ ] = dose if it differs, or a comment.

SMILES | ERa coact pot | ERa coact inh | PLK1 PBD inh | PLK1 kinase inh | HIV Rev-RRE inh | ERb SRC1 inh | Mac1 fbg enh | FAK inh | Mac1 fbg inh
Cc1ccccc1Cc1c(C)nc2ncnn2c1C | nt | nt | 0 | -6 | 2 | nt | -1 | -2 | -8
CCCNc1nc2c(c(=O)n(C)c(=O)n2C)n1CCc1ccccc1 | 124 | 31 | -18 | 3 | 4 | -5 | -1 | 3 | 29
CC(=O)NC1(c2ccc(F)cc2)CCN(C(=O)Nc2ccc(F)cc2F)CC1 | 105 | -6 | -11 | -7 | 6 | -17 | nt | 5 | nt
CCc1ccc(OCC(=O)NC(=S)Nc2cccc(CO)c2)c(Br)c1 | nt | nt | -2 | -7 | 5 | nt | -4 | 0 | 2
COc1ccc(C(C)(C)C)cc1NC(=O)c1c(C)noc1C | 111 | -11 | -8 | -5 | 10 | -10 | -3 | -1 | 0
CCCCN(C(=O)c1ccco1)c1nnc(-c2cc(OC)c(OC)c(OC)c2)s1 | 108 | -6 | 2 | -9 | 6 | -2 | 13 | -1 | -6
O=C(c1cc2nc(C3CC3)cc(C(F)F)n2n1)N1CCOCC1 | 76[fluorescence artefact?] | 16 | 12 | -7 | 4 | 17[fluorescence artefact?] | 19 | -2 | 11
COc1cccc(CNC2CCCC2)c1 | 90 | -4 | nt | nt | nt | 2[fluorescence artefact?] | -1 | nt | -5
CCc1cccc(NC(=O)CN(C)S(=O)(=O)c2cccc3nsnc23)c1 | 87 | -22 | 1 | 11 | 5 | -13 | nt | 1 | nt
COc1ccccc1N(C(=O)Cn1nnc2ccccc21)C(C(=O)NCc1ccco1)c1ccc(C)o1 (stereo not drawn) | 108 | 36[fluorescence artefact?] | -4 | -12 | -3 | 7 | 2 | -2 | 29
c1ccc(OCCOc2ccccc2-c2nnco2)cc1 | 128 | 29 | 0 | -6 | 10 | 0[fluorescence artefact?] | -5 | 3 | -10
Cc1cc(CN2CCOCC2)c(O)c(C2(C)CCCCC2)c1 | 114 | -4 | 3 | -8 | 7 | -9 | 4 | 0 | 7
CC(C)c1ccc(/C=C2\CC/C(=C\C=N\N(C)C)C2=O)cc1 | 74 | -2 | -17 | -15 | 46* | -4 | 4 | 0 | 19
COc1cccc(NS(=O)(=O)c2ccc(S(=O)(=O)N3CCOCC3)cc2)c1 | 104 | 3 | -33 | -5 | 1 | 12[fluorescence artefact?] | -3 | -2 | -3
CN(c1ccccc1C(=O)NCC1CCCO1)S(C)(=O)=O (stereo not drawn) | 84 | 6 | -7 | -5 | 7 | 1 | -3 | 0 | -11

Part of the list above in order of SMILES length, descending:
SMILES | ERa coact pot | ERa coact inh | PLK1 PBD inh | PLK1 kinase inh | HIV Rev-RRE inh | ERb SRC1 inh | Mac1 fbg enh | FAK inh | Mac1 fbg inh
COc1ccccc1N(C(=O)Cn1nnc2ccccc21)C(C(=O)NCc1ccco1)c1ccc(C)o1 (stereo not drawn) | 108 | 36[fluorescence artefact?] | -4 | -12 | -3 | 7 | 2 | -2 | 29
COc1cccc(NS(=O)(=O)c2ccc(S(=O)(=O)N3CCOCC3)cc2)c1 | 104 | 3 | -33 | -5 | 1 | 12[fluorescence artefact?] | -3 | -2 | -3
CC(=O)NC1(c2ccc(F)cc2)CCN(C(=O)Nc2ccc(F)cc2F)CC1 | 105 | -6 | -11 | -7 | 6 | -17 | nt | 5 | nt
CCc1cccc(NC(=O)CN(C)S(=O)(=O)c2cccc3nsnc23)c1 | 87 | -22 | 1 | 11 | 5 | -13 | nt | 1 | nt
CC(C)c1ccc(/C=C2\CC/C(=C\C=N\N(C)C)C2=O)cc1 | 74 | -2 | -17 | -15 | 46* | -4 | 4 | 0 | 19
CCCNc1nc2c(c(=O)n(C)c(=O)n2C)n1CCc1ccccc1 | 124 | 31 | -18 | 3 | 4 | -5 | -1 | 3 | 29
COc1ccc(C(C)(C)C)cc1NC(=O)c1c(C)noc1C | 111 | -11 | -8 | -5 | 10 | -10 | -3 | -1 | 0
CN(c1ccccc1C(=O)NCC1CCCO1)S(C)(=O)=O (stereo not drawn) | 84 | 6 | -7 | -5 | 7 | 1 | -3 | 0 | -11
c1ccc(OCCOc2ccccc2-c2nnco2)cc1 | 128 | 29 | 0 | -6 | 10 | 0[fluorescence artefact?] | -5 | 3 | -10
Cc1ccccc1Cc1c(C)nc2ncnn2c1C | nt | nt | 0 | -6 | 2 | nt | -1 | -2 | -8
COc1cccc(CNC2CCCC2)c1 | 90 | -4 | nt | nt | nt | 2[fluorescence artefact?] | -1 | nt | -5

(listing goes on)
SMILES | ERa coact pot | ERa coact inh | PLK1 PBD inh | PLK1 kinase inh | HIV Rev-RRE inh | ERb SRC1 inh | Mac1 fbg enh | FAK inh | Mac1 fbg inh
C=CCOn1c(C)c(C(C)=O)c2c3no[n+]([O-])c3ccc21 | 124 | 2[fluorescence artefact?] | 6 | -4 | -1 | -7 | nt | 3 | nt
O=C(O)c1cc(NC(=O)C2CCCO2)cc(NC(=O)C2CCCO2)c1 (stereo not drawn) | 136 | -9 | 8 | -6 | 3 | -7 | 2 | 6 | 8
O=S(=O)(NCc1ccco1)c1ccc(S(=O)(=O)N2CCCCC2)cc1 | 104 | -5 | -1 | -9 | 4 | -1 | nt | -2 | nt
Nc1ncc(-c2cc3ccccc3oc2=O)s1 | 130[fluorescence artefact?] | -11[fluorescence artefact?] | -15 | 1 | 1 | -5 | -2 | 3 | -6
c1ccc(-c2nc(N3CCOCC3)c3ccccc3n2)nc1 | 114 | -1 | 17 | 8 | 3 | 3 | -1 | -5 | -20
Cc1ccc(S(=O)(=O)Nc2ccnc3ccccc23)cc1 | 108 | 8 | 7 | -2 | 4 | 14 | 0 | 2 | 10
Cc1cccc(C(=O)N2CCCN(C(=O)c3cccc(C)c3)CC2)c1 | 114 | 6 | -2 | -5 | 6 | 0 | -3 | 1 | 6
COc1ccc(C(=O)Nc2ccc3oc(Cc4ccc(Cl)cc4)nc3c2)cc1OC | 168 | 7[fluorescence artefact?] | 20 | -19 | 3 | -4[fluorescence artefact?] | 4 | 5 | 56
Cc1ccc(C(=O)CSc2nnc(-c3cccs3)n2C)o1 | 47 | 46[fluorescence artefact?] | 2 | -2 | 6 | 14 | 0 | 6 | -4
Cc1cc(NC(=O)CSc2nnc(C(C)N(C)C)n2Cc2ccccc2)no1 (stereo not drawn) | 127 | -5 | nt | nt | nt | -3[fluorescence artefact?] | -1 | nt | -2
O=C(NCc1ccco1)C1c2ccccc2Oc2ccccc21 | nt | nt | 3 | 5 | 0 | nt | 1 | 4 | -2
CC(Sc1ccc(Cl)cc1)C(=O)NCc1cccnc1 (stereo not drawn) | 116[fluorescence artefact?] | -2 | -20 | 1 | 7 | -19 | -4 | -2 | -6
CCCOC(=O)Nc1ccc(S(=O)(=O)Nn2cnnc2)cc1 | 117 | -1 | 22 | -3 | 2 | -3 | -2 | -2 | -7
Cc1ccc(S(=O)(=O)Cn2nnnc2C(C(C)C)N2CCN(C(=O)c3ccco3)CC2)cc1 (stereo not drawn) | 127 | 7 | 8 | -2 | 2 | -12 | nt | -3 | nt
Cc1ccccc1OCCNC(=S)Nc1ccccc1 | nt | nt | 5 | -16 | -1 | nt | nt | 0 | nt
COc1cc(NC(=O)c2ccc(F)cc2)c(OC)cc1Cl | 98 | 21 | -19 | -10 | 3 | 12 | nt | 0 | nt
Cc1ccc(C(=O)NNC(=S)Nc2cccc(Cl)c2Cl)cc1[N+](=O)[O-] | 92 | -4 | 12 | -6 | 0 | -10 | -4 | -6 | 22
CCc1sc(N(C(=O)Cc2ccccc2)c2cccc(F)c2)nc1-c1ccc(C)cc1 | nt | nt | 9 | -5 | 24 | nt | nt | 2 | nt
O=C(NCc1ccco1)C(c1ccccc1)N(Cc1ccccc1)C(=O)Cn1nnc2ccccc21 (stereo not drawn) | 103 | -23 | 1 | 2 | -5 | -12[fluorescence artefact?] | nt | 3 | nt
O=C(Cn1c(=O)sc2ccccc21)NCc1ccco1 | 99 | -1 | -13 | 0 | 4 | -1 | 3 | -1 | -14
CCn1c(C)nc2cc(S(=O)(=O)N3CCCCC3)ccc21 | 124 | -7 | nt | nt | nt | -9 | 2 | nt | 15
Oc1ccc2ccccc2c1CNn1cnnc1 | nt | nt | -2 | -4 | 2 | nt | -4 | -2 | -5
O=C(Cn1cc(-c2nnnn2-c2ccc(Cl)cc2)c(=O)c2ccccc21)c1ccccc1 | nt | nt | 6 | -11 | 1 | nt | 3 | -2 | 0
COC(=O)c1c(NC(=O)CSc2nc(-c3ccco3)cc(C(F)(F)F)n2)sc2c1CCCC2 | 109 | 2 | 5 | -8 | 12 | 3 | 8 | -1 | 0
Cc1nnc(NC(=O)Cc2cccs2)s1 | 50[fluorescence artefact?] | 74* | -10 | 5 | 3 | 73*[fluorescence artefact?] | -4 | 6 | -2
O=C(Nc1ccc2nc(SCc3ccc(Cl)cc3)sc2c1)c1ccccc1C(=O)N1CCOCC1 | nt | nt | -13 | -15 | -1 | nt | 1 | -9 | -10
O=[N+]([O-])C1=C(Nc2cccc3ccccc23)CS(=O)(=O)C1 | 119 | -5 | 9 | -4 | 5 | -2 | -1 | -2 | -47
COc1ccc(CCNC(=O)CCCCn2c(=O)[nH]c3ccccc3c2=O)cc1OC | 114 | 3[fluorescence artefact?] | -17 | -15 | 8 | -1[fluorescence artefact?] | 0 | -1 | -6
CCN1CC2=C(OC(N)=C(C#N)C2c2ccccc2)/C(=C\c2ccccc2)C1 (stereo not drawn) | 95 | 12 | 17 | -15 | 26 | 4[fluorescence artefact?] | 2 | 4 | -3
CCCCNc1nc2ccccc2[nH]1 | 88 | -3 | 12 | -11 | 6 | -7 | 1 | 1 | -1
CCN(CC)c1nc(C#N)cc(-c2ccc(OC)cc2)n1 | 123 | 1 | 22 | -2 | 16 | -17 | -1 | 6 | 13
CCSc1nnc(-c2cc3c(s2)-c2ccccc2CC3)o1 | nt | nt | -40 | -11 | 1 | nt | 2 | 0 | 12
CCOc1c2ccc(C(=O)NCc3ccc4c(c3)OCO4)cc2nn1CC | nt | nt | -10 | -13 | 1 | nt | nt | -3 | nt
Cc1cc(C(=O)Nc2sc(C)c(C)c2C#N)c(C)o1 | 121 | 3 | -3 | -7 | 13 | -4 | 0 | -2 | -5
O=c1cc(CSc2ccccn2)c2ccccc2[nH]1 | 98 | -12 | -8 | -5 | 2 | -25 | 1 | 3 | -34
O=S(=O)(c1ccc(Cl)cc1)n1ccc(-c2cccc(OCc3c(F)cccc3Cl)c2)n1 | nt | nt | 13 | -7 | 13 | nt | nt | 0 | nt
CC1CCN(CC(=O)Nc2sc3c(c2C#N)CCC3)CC1 | 112 | -10[fluorescence artefact?] | -9 | -13 | 9 | 30[fluorescence artefact?] | -2 | 3 | 0
CN(C)S(=O)(=O)Oc1ccc(Cl)cc1C(=O)Nc1cccc(C(F)(F)F)c1 | nt | nt | -11 | -4 | 16 | nt | nt | -8 | nt
Cn1c2ccccc2c2cnn(CC(=O)O)c(=O)c21 | nt | nt | -6 | -4 | 4 | nt | -4 | -2 | -8
c1ccc(Cn2nnnc2C(c2cccs2)N2CCCCCC2)cc1 (stereo not drawn) | 118 | -2 | -32 | -4 | 19 | -1 | nt | 3 | nt
O=C(NCc1ccco1)c1noc2c1CCCC2 | 117 | -7 | -6 | -4 | 0 | 2[fluorescence artefact?] | -1 | -1 | -21
